Source: PubChem BioAssay (The Scripps Research Institute Molecular Screening Center)
ssDAF-12 act = activators of S. stercoralis DAF-12 nuclear receptor; hit rate 1% among 370,000; activation, % at 6.8 µM; AID 652126; HEK293 ssDAF-12/GRIP1 lit1-tk-luc reporter, luminescence; % of 3 µM dafachronic acid response;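 active means activation above the mean over all tested compounds plus 3 SD, cut at about 0.9% in these data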;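 further: 0% = DMSO-only wells and 100% = 3 µM delta7-dafachronic acid wells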
hcDAF12 agonist = H. contortus DAF-12 activation, primary screen | hit rate 1.4% among 370,000 | activation, % at 6.8 µM | AID 652067 | HEK293 hcDAF-12 lit1-tk-luc reporter, luminescence; 0% DMSO, 100% Δ7-dafachronic acid;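 active means activation above the mean of all tested compounds plus 3 SD, cut at about 5.5% in these data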;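 further: 100% = response to 3 µM Δ7-dafachronic acid high control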
GAA850 FXN act = activators of GAA850 frataxin (FXN) promoter | activation, % at 6 µM | HEK293 lucGAA850 FXN promoter luciferase reporter, 24 h; percent of 10 µM SAHA response | AID 540364 | hit rate 0.56% among 360,000;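 active means activation above the average of all compounds screened plus 3 SD, cutoff fixed separately per campaign, cut at about 7.5% in these data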;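 further: 0% = DMSO wells and 100% = 10 µM SAHA wells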
ADAM17 inh = inhibitors of human ADAM17. recombinant ADAM17, EDANS/DABCYL FRET peptide cleavage. inhibition, % at 6.95 µM. hit rate 0.83% among 370,000. P78536;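 active means inhibition above the mean of compounds lying between control limits plus 3 SD, set per campaign, cut at about 8.5% in these data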;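 further: 0% = DMSO-only wells as the low control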
Target sequence (P78536 215-824 limits assumed): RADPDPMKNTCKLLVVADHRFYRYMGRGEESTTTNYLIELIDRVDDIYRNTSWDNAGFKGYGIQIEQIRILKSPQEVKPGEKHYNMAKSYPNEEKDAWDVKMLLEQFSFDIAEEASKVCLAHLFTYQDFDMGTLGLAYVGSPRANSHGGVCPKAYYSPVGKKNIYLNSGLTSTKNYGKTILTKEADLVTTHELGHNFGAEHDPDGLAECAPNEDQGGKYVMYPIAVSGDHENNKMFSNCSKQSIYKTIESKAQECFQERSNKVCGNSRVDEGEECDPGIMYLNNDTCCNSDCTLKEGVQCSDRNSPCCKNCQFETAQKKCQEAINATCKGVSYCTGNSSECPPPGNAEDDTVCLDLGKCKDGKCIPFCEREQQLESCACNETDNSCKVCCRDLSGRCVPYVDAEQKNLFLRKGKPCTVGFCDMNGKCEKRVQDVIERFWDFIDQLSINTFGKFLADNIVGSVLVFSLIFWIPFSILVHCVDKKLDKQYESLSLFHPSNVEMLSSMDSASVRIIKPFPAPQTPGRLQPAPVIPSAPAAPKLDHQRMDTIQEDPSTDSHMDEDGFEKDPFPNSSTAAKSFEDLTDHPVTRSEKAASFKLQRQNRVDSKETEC
HGIII-sPLA2 inh = Inhibits HGIII-sPLA2 liposome hydrolysis, primary screen | QFRET BODIPY PC-A2 liposome hydrolysis, fluorescence | inhibition, % at 12.2 µM | hit rate 0.56% among 370,000;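 active means inhibition above mean plus 3 SD of compounds lying within the high and low control bounds, cut at about 19% in these data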;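 further: 0% = median of test compound wells and 100% = no enzyme DMSO wells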
PLC-gamma1 inh = blocks human PLC-gamma1 enzyme activity; purified PLC-gamma1, fluorogenic substrate, fluorescence; inhibition, % at 12.2 µM; hit rate 0.84% among 370,000; AID 720700; in the data active means inhibition above about 9.5%
ADAM10 inh = inhibits human ADAM10. O14672. recombinant ADAM10, EDANS/DABCYL FRET peptide cleavage, 3 h. inhibition, % at 7 µM. hit rate 0.62% among 370,000. AID 720582;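 active means inhibition above a per-campaign cutoff equal to the mean of compounds falling between control-based bounds plus 3 SD, cut at about 20% in these data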;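 further: 0% = DMSO wells while the 100% control is not disclosed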
hgDAF12 agonist = agonists of H. glycines DAF-12 nuclear receptor; HEK293 GAL4-hgDAF12 UAS-luciferase reporter, agonist luminescence; normalized to butyrate control; activation, % at 6.8 µM; hit rate 1.8% among 370,000;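 active means activation above a cutoff set at the mean of all screened compounds plus 3 SD, cut at about 10% in these data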;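 further: 0% = DMSO wells and 100% = sodium butyrate wells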
PLC-beta3 inh = PLC-beta3 (human) inhibition, primary screen; Purified PLC-beta3, fluorogenic substrate, fluorescence; inhibition, % at 12.2 µM; hit rate 0.18% among 370,000; AID 720704; in the data active means inhibition above about 11%;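 further: 0% = median of compound wells on plate and 100% = full blocker control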
DAX1 inh-1 = blocks DAX1 repression of SF-1 activated StAR promoter; inhibition, % at 6.8 µM; hit rate 1.1% among 370,000; AID 652010; HEK293T StAR-luciferase reporter, SF-1/DAX-1 repression relief;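 active means inhibition above the mean over all tested compounds plus 3 SD, cut at about 3.6% in these data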;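 further: 0% = DAX-1 cells with DMSO and 100% = cells lacking DAX-1 with DMSO; higher inhibition means more luminescence from relief of DAX-1 repression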
DAX1 inh-2 = NR0B1 (DAX1) inhibition; P51843; HEK293 Gal4-DAX1 luciferase reporter, luminescence; inhibition, % at 6.75 µM; hit rate 0.99% among 340,000; AID 504766;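 active means inhibition above the mean over all tested compounds plus 3 SD, cut at about 4.2% in these data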;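 further: 0% = DAX1-transfected cells with DMSO and 100% = empty-vector control cells with DMSO; inhibition shows as a rise in luminescence from relieved DAX1 repression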
Target sequence (P51843 207-470 limits assumed): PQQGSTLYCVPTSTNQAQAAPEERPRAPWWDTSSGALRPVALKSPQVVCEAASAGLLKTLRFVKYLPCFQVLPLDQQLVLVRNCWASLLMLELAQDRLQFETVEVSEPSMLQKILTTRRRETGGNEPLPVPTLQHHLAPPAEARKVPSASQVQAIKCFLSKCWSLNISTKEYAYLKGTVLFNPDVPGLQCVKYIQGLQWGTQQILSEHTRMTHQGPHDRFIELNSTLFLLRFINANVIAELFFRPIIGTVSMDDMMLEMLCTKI
* marks the source's active call; other numbers are inactive results; . = no result given.

Second line of a record: ssDAF-12 act	hcDAF12 agonist	GAA850 FXN act	ADAM17 inh	HGIII-sPLA2 inh	PLC-gamma1 inh	ADAM10 inh	hgDAF12 agonist	PLC-beta3 inh	DAX1 inh-1	DAX1 inh-2
> CCN(CC)S(=O)(=O)c1ccc(F)c(C(=O)NCCCN2CCOCC2)c1
 : -1.5	-0.1	-2.8	-5	-3	-1	0	2.1	2	-0.1	-1.0
> CN(C)c1ccc(C=Nc2ccccc2)cc1
 : -1.4	-1.1	1.9	-1	1	2	-3	0.4	5	-0.1	0.6
> CCCNC(=O)C1(C)CCN(C(=O)c2sccc2C)C1 (stereo not given)
 : -1.0	-2.1	-0.5	-6	11	-2	-15	4.0	-3	-0.7	.
> NC(=O)CSc1nnc(-c2ccccc2F)n1C1CC1
 : -0.5	-0.9	0.3	0	1	-1	-4	0.0	-13	0.0	0.9
> CC(=O)Nc1ccc(S(=O)(=O)NCc2ccc(C(=O)NCCN3CCCCCC3)cc2)cc1
 : -1.0	0.0	0.1	2	3	3	1	-0.3	1	0.4	1.2
> CCCCCc1cccc2[nH]cc(-c3ccccc3)c12
 : -0.1	1.3	.	-8	-8	-5	-12	-1.9	-8	0.3	.
> Cc1ccc(C(NC(=O)N2CCCCC2)=C(Cl)Cl)cc1F
 : -1.3	1.5	0.9	1	-3	2	0	-1.1	2	-0.4	3.8
> CCCC/C(C)=N/NC(=O)Nc1ccccc1
 : -1.0	-0.2	2.4	-1	2	1	-9	5.6	2	0.7	2.6
> C=CCc1cccc2cc(NC(C)=O)c(=O)oc12
 : -1.2	-2.0	0.5	-14	3	-15	-42	1.5	-19	0.3	-0.3
> COc1cc(NC(=O)CCCN2C(=O)NC(C)(C)C2=O)cc(OC)c1
 : -0.9	0.3	0.6	-2	18	4	-18	-2.6	-1	4.8*	0.8
> COc1ccc(NC(=O)CSCC(=O)N(C)Cc2ccc3c(c2)OCCO3)cc1
 : -1.2	-2.0	0.6	1	-9	0	-5	-0.4	-22	1.8	0.6
> CCC12C(=O)C(CC)(C(c3ccccc3)=C1c1ccccc1)[C@@H]1C(=O)N(c3ccccc3)C(=O)C12 (stereo not given in full)
 : -0.5	-2.5	11*	5	-4	6	14	-0.2	-4	-1.5	0.1
> Cc1cc(OCC(=O)N(C(C)C)C(C)C)cc(C)c1Br
 : 0.4	-3.2	-0.1	6	1	6	5	1.6	7	0.6	1.3
> COCc1cc(N2CCN(C(=O)OC(C)(C)C)C[C@@H]2C)ccc1N1CCN(Cc2ccccc2)[C@@H](C)C1
 : -1.4	-2.0	.	-3	6	-2	-14	0.1	-8	-0.4	.
> Nc1c(C(=O)Nc2ccc3c(c2)OCCO3)nnn1Cc1ccccc1Cl
 : -0.6	1.6	3.9	1	2	8	-1	6.8	0	7.0*	-0.3

More structures:
Second line of a record: ssDAF-12 act	hcDAF12 agonist	GAA850 FXN act	ADAM17 inh	HGIII-sPLA2 inh	PLC-gamma1 inh	ADAM10 inh	hgDAF12 agonist	PLC-beta3 inh	DAX1 inh-1	DAX1 inh-2
> O=C(C[n+]1ccccc1)Nc1ccccc1C(=O)O
 : -1.0	-0.8	-2.3	-2	3	1	2	2.7	3	-0.2	1.0
> Cc1cccc(C(=O)OCC(=O)N2CC(=O)Nc3ccccc32)c1C
 : -1.1	-1.4	-0.9	-5	6	2	-12	0.5	-4	0.3	-0.9
> COc1ccccc1/C=C/C=C1\Oc2c(ccc(O)c2CN2CCN(CCO)CC2)C1=O
 : -1.3	-0.8	1.4	-23	-83	-366	-63	0.2	-449	0.8	2.3
> O=C(C[C@H]1C/C=C\CC[C@H](Cc2ccc(F)cc2)C(=O)OC[C@@H](Cc2c[nH]c3ccccc23)NC1=O)NCCO
 : -0.1	2.1	-0.5	-1	-62	-2	-1	-0.2	-1	-0.3	-0.3
> O=C(CNc1cccc2ccccc12)N/N=C/c1ccccn1
 : -1.2	0.1	1.2	-43	-16	-35	-132	-0.9	-52	-1.1	.
> C=CCSC1=N/C(=C/c2ccsc2)C(=O)N1c1ccccc1
 : -2.0	-1.4	3.2	0	-2	0	-13	-0.1	5	-0.4	5.0*
> CC(=O)N1CCc2cc(S(=O)(=O)NCCC(=O)NCc3ccc(Cl)cc3)ccc21
 : -1.6	-0.8	.	0	3	4	1	0.1	4	-1.8	.
> CC(C)N1CC(=O)N2CSCC2C1=O (stereo not given)
 : -0.5	-0.7	.	2	3	4	6	0.1	5	1.0	.
> CC12CCC(C(=O)N3CCN(c4ncccn4)CC3)(c3nc4ccccc4nc31)C2(C)C (stereo not given)
 : -1.5	-0.6	0.0	-4	4	0	-2	-2.8	1	-0.2	-0.2
> CC(=O)c1ccc(N2Cc3ccccc3C2)cc1
 : -0.5	1.7	0.6	-5	-4	0	-8	12*	-11	0.8	1.9
> COc1ccc(NC(=O)CO/N=C2\CCCc3nonc32)cc1
 : -1.4	1.9	2.8	1	5	0	0	3.4	-3	-0.1	-0.7
> CSc1ccc(CN2CCN(Cc3ccc([N+](=O)[O-])cc3)CC2)cc1
 : -3.0	-4.4	-2.0	2	-4	1	1	-4.8	-4	-4.5	-2.5
> COc1cc2c(cc1OC)CN(Cc1ccc(C)cc1)CC2
 : -1.3	-1.7	0.2	-17	-7	-62	-36	-2.5	-88	0.1	1.0
> c1ccc(CNc2ncnc3scc(-c4cccs4)c23)nc1
 : -2.4	-3.6	-0.5	-3	0	-1	-5	-7.4	-9	-1.8	-4.7
> O=C(COc1ccc(S(=O)(=O)N2CCOCC2)cc1Cl)N1CCOCC1
 : -1.1	-1.3	1.8	-4	10	3	0	-1.3	-6	0.2	-1.7

Two of the compounds above, field by field:
O=C(C[n+]1ccccc1)Nc1ccccc1C(=O)O
  ssDAF-12 act = -1.0
  hcDAF12 agonist = -0.8
  GAA850 FXN act = -2.3
  ADAM17 inh = -2
  HGIII-sPLA2 inh = 3
  PLC-gamma1 inh = 1
  ADAM10 inh = 2
  hgDAF12 agonist = 2.7
  PLC-beta3 inh = 3
  DAX1 inh-1 = -0.2
  DAX1 inh-2 = 1.0
CC(=O)c1ccc(N2Cc3ccccc3C2)cc1
  ssDAF-12 act = -0.5
  hcDAF12 agonist = 1.7
  GAA850 FXN act = 0.6
  ADAM17 inh = -5
  HGIII-sPLA2 inh = -4
  PLC-gamma1 inh = 0
  ADAM10 inh = -8
  hgDAF12 agonist = 12*
  PLC-beta3 inh = -11
  DAX1 inh-1 = 0.8
  DAX1 inh-2 = 1.9

New compounds follow
Second line of a record: ssDAF-12 act	hcDAF12 agonist	GAA850 FXN act	ADAM17 inh	HGIII-sPLA2 inh	PLC-gamma1 inh	ADAM10 inh	hgDAF12 agonist	PLC-beta3 inh	DAX1 inh-1	DAX1 inh-2
> COc1cc(CCNC(=O)c2cnn3ccccc23)cc(OC)c1OC
 : -1.1	0.9	-0.6	-9	12	-3	-30	-1.3	-7	0.3	2.1
> O=S1(=O)CCN2C(=N1)SC1=C2CCN(Cc2ccccc2)C1
 : -0.9	-1.6	1.6	0	-4	-1	2	-2.7	2	-0.5	-0.9
> COCCNc1nc(C)cc(-c2cc(-c3ccc(Cl)cc3)on2)n1
 : -1.6	-0.8	-0.3	-6	5	-6	-13	0.2	-4	0.6	1.5
> O=C(CCl)N1N=C(c2ccco2)CC1c1ccco1 (stereo not given)
 : -1.2	-1.3	-11	-6	3	-6	-7	-0.4	-16	-1.2	0.0
> COc1ccc2c(-c3cc4ccc(OCc5ccc(F)cc5)cc4oc3=O)cc(=O)oc2c1
 : -1.6	-0.2	0.1	-3	2	-7	-2	0.8	-5	-0.1	-0.7
> COc1ccc(S(=O)(=O)N2CCN(Cc3ccc4c(c3)OCO4)CC2)c2ccccc12
 : -0.8	-0.1	-1.4	0	-1	3	0	1.7	7	-0.3	2.8
> O=S(=O)(c1c(F)cccc1F)N1CCN(Cc2c(O)ccc3ccccc23)CC1
 : -0.2	0.1	2.1	-10	1	-2	-25	-0.6	-11	-1.2	-0.7
> CCCCNC(=O)c1cccc(S(=O)(=O)N2CC3(C)CC2CC(C)(C)C3)c1 (stereo not given)
 : -1.3	-1.3	-0.4	1	-15	3	9	-3.0	-1	-0.9	-0.8
> COCCNC(=S)Nc1cc(OC)c(NC(=O)c2ccco2)cc1OC
 : -0.8	-0.9	1.2	-1	7	0	-4	-3.1	-2	-0.3	0.5
> N#Cc1ccc(C(=O)NC23CC4CC(CC(C4)C2)C3)cc1
 : -1.4	-1.2	-0.4	-4	1	-1	-5	2.3	5	0.0	0.3
> Nc1nnnn1/N=C/c1cccc(Br)c1
 : -1.5	-1.6	1.9	2	13	-1	-10	-1.7	-6	0.7	0.3
> O=S(=O)(Nc1cccc2nsnc12)c1ccccc1
 : -0.9	-0.2	-0.4	-2	2	0	-7	-0.6	-2	-0.2	0.2
> COc1ccc(-c2sc3ccc(OC)cc3c2C#Cc2cncn2C)cc1
 : -1.8	-0.9	-1.5	-50	-34	-113	-175	-1.2	-120	-0.1	-0.4
> Cn1c(C(=O)NCc2ccccn2)cc2c(=O)n(C)c3ccccc3c21
 : -1.4	-2.4	3.2	-27	6	-7	-102	-2.5	-4	0.4	0.7
> Cc1ccc(-n2cc(-c3ccccc3)c3c(=O)[nH]cnc32)cc1
 : -1.4	-2.1	-4.5	-1	6	0	-3	0.0	0	-0.5	-1.3

The list continues:
Second line of a record: ssDAF-12 act	hcDAF12 agonist	GAA850 FXN act	ADAM17 inh	HGIII-sPLA2 inh	PLC-gamma1 inh	ADAM10 inh	hgDAF12 agonist	PLC-beta3 inh	DAX1 inh-1	DAX1 inh-2
> Oc1c(C=Nc2ccccc2)sc(=S)n1Cc1ccccc1
 : -1.3	-1.6	0.2	3	-7	-2	0	-0.5	-2	-0.1	0.4
> CN(Cc1ccccc1)S(=O)(=O)c1ccc(NC(=S)NC(=O)C(C)(C)C)cc1
 : -1.6	3.4	-2.7	0	12	0	4	1.5	-1	-0.5	-1.4
> O=C(N[C@@H]1CC[C@@H](CCn2cc(-c3ccccc3)nn2)O[C@@H]1CO)c1cnccn1
 : -0.7	-0.2	.	-1	0	-2	0	-0.1	1	0.8	.
> C[C@H](CO)N1C[C@H](C)[C@@H](CN(C)Cc2ccc(C(=O)O)cc2)Oc2c(NC(=O)C3CC3)cccc2C1=O
 : 0.2	-1.3	-0.2	-2	16	0	-19	-0.4	-2	-1.8	-0.2
> CC1(C)CC(=O)C(C=NCC2CCN(C(=S)Nc3ccccc3)CC2)=C(O)C1
 : -0.2	1.1	1.0	-4	14	3	-6	0.5	-3	-0.6	.
